Mtb BioA inh = blocks M. tuberculosis BioA enzyme activity. purified M. tuberculosis BioA enzyme, plate reader. inhibition, % at 9.99 µM. actives 0.096% (n = 360,000). AID 602481; in the data active means inhibition above about 40%
Y pestis TopoI = Y. pestis Topo-I inhibition via cleavage products; activity, % at 10 µM; Y. pestis Topo-I cleavage product accumulation, plate reader; actives 0.064% (n = 360,000); in the data active means activity above about 50%, passing the limit was not always enough; further: inactives centre near 2
FadD28 binding = inhibitors of Mycobacterium tuberculosis FadD28 bisubstrate binding. FadD28 bisubstrate probe binding, fluorescence polarization. actives 0.22% (n = 360,000). inhibition, % at 12.5 µM; in the data active means inhibition above about 8.5%, passing the limit was not always enough
Mtb FBA inh = Mtb fructose-bisphosphate aldolase inhibition | inhibition, % at 1 µM | purified M. tuberculosis FBA, fluorescence read-out | P9WQA3 | actives 2.3% (n = 360,000); in the data active means inhibition above about 27%;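 further: 0% = vehicle and 100% = reference inhibitor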
Target sequence (P9WQA3 whole entry, looked up): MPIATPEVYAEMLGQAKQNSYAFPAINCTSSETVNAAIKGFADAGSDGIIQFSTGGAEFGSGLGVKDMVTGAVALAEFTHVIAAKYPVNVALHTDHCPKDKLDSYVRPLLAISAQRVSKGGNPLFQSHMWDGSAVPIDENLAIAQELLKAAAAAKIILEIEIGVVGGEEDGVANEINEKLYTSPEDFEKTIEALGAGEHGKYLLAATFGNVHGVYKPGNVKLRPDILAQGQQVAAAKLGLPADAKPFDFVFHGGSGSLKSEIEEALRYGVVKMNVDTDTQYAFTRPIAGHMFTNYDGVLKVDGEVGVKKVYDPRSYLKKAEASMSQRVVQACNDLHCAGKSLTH
Mtb UGM inh = inhibitors of M. tuberculosis UDP-galactopyranose mutase; P9WIQ1; purified UGM, fluorescence polarization probe displacement; inhibition, % at 10 µM; actives 0.06% (n = 320,000); AID 504406; in the data active means inhibition above about 10%, passing the limit was not always enough
Target sequence (P9WIQ1 whole entry, looked up): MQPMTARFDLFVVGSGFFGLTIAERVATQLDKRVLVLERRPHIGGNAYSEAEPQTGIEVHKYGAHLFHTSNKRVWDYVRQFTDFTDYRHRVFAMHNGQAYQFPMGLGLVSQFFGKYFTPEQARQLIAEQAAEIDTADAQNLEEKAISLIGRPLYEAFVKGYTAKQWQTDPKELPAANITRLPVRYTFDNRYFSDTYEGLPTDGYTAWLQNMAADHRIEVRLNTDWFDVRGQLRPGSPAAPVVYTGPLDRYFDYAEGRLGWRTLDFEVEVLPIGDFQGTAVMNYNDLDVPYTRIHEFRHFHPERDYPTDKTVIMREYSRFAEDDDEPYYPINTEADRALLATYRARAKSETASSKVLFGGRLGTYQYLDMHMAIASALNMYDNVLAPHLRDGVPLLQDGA
PfHsp40 yeast = restores yeast growth despite PfHsp40 toxicity; growth rescue, % at 12.5 µM; S. cerevisiae expressing PfHsp40, growth rescue, ATP luminescence; actives 0.68% (n = 340,000); AID 504582; in the data active means growth rescue above about 28%, passing the limit was not always enough;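 further: yeast W303a lacking pdr1 and pdr3 grown in galactose medium; growth measured after three days at 30 °C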
Vc quorum ag = quorum light induction in luxS cqsA deficient V. cholerae; V. cholerae BH1578 lux reporter, luminescence, 6 h; actives 0.16% (n = 350,000); activation, % at 18.7 µM; in the data active means activation mostly above about 9.7%, no sharp cut-off; further: not every result past the cut was called active; inactives centre near 0; reference of the scale not given here
TcdB inh = inhibitors of Clostridioides difficile toxin B glycohydrolase | P18177 | inhibition, % at 9.99 µM | actives 0.24% (n = 350,000) | TcdB glycohydrolase enzymatic assay, plate reader | AID 652162; in the data active means inhibition above about 10%
GDH-TPI inh = GDH-TPI coupled enzyme inhibition counter-screen | GDH-TPI coupled enzyme counterscreen, NADH absorbance | inhibition, % at 4.8 µM | actives 1.2% (n = 360,000) | AID 588335; in the data active means inhibition above about 30%;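 further: 0% = DMSO wells and 100% = wells lacking the enzyme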
The depositor's hits bear a star; i = inactive; x = not tested or not shown; + = active, no number.

Letter code: A = Mtb BioA inh; B = Y pestis TopoI; C = FadD28 binding; D = Mtb FBA inh; E = Mtb UGM inh; F = PfHsp40 yeast; G = Vc quorum ag; H = TcdB inh; I = GDH-TPI inh
> COc1ccc(C(=O)NC(C)c2nccs2)cc1OC1CCN(C(C)C)CC1 (stereo unspecified)
  A: -0.5	B: 2	C: 0.1	D: -1	E: -0.3	F: 0.3	G: i	H: 1.1	I: 3
> COc1ccccc1Nc1ncc(C(=O)Nc2ccc(OC)c(OC)c2)c2ccccc12
  A: -0.8	B: -4	C: -2.2	D: 2	E: 0.3	F: 0.5	G: -0.3	H: x	I: 23
> COc1ccc(C(=O)NCCN2CCOCC2)c(OC)c1OC
  A: -1.7	B: 3	C: 0.6	D: 4	E: 1.8	F: -1.3	G: 2.3	H: 1.4	I: -1
> COc1ccc(OC)c(CN2CCN(C(=O)c3cccc(S(=O)(=O)Nc4ccccc4OC)c3)CC2)c1
  A: x	B: 27	C: -0.4	D: 0	E: -0.1	F: -0.5	G: i	H: 0.9	I: 1
> Cc1ccc(N2CC(C(=O)Nc3nnc(SCC(=O)Nc4nc(C)cs4)s3)CC2=O)cc1 (stereo unspecified)
  A: x	B: 0	C: -2.1	D: 1	E: 2.3	F: -1.2	G: -0.4	H: 0.8	I: 9
> COCCCNC(=O)CN(c1cc(Cl)ccc1OC)S(C)(=O)=O
  A: x	B: 0	C: -2.7	D: -3	E: 0.9	F: 0.5	G: -0.8	H: -1.3	I: -8
> COc1ccc(CCC(=O)OCC(=O)Nc2ccccc2OC(F)F)cc1OC
  A: 0.2	B: -11	C: -3.6	D: -3	E: 2.0	F: -0.5	G: -0.2	H: 0.0	I: -10
> CCOC(=O)C1(CC2CC2)CCN(Cc2cn[nH]c2-c2ccccc2)CC1
  A: x	B: 1	C: -1.1	D: -2	E: 0.4	F: -0.8	G: -0.4	H: 0.5	I: -2
> CC(=O)c1ccc(S(=O)(=O)N2CCCC(N(C)CCc3ccccn3)C2)cc1 (stereo unspecified)
  A: 2.3	B: 7	C: 0.6	D: 76*	E: -0.8	F: -0.4	G: -0.2	H: 2.1	I: -1
> Fc1ccc(CCNCc2ccccc2Cl)cc1
  A: -1.5	B: 6	C: -0.3	D: 1	E: 3.8	F: 1.3	G: -5.0	H: x	I: 2
> Cc1nc(SCC(=O)NCCc2ccccc2)c2oc3ccccc3c2n1
  A: -4.8	B: -12	C: -2.1	D: -3	E: 0.4	F: -0.5	G: 3.6	H: x	I: 10
> O=C(COC(=O)COc1ccccc1)NCc1ccc2c(c1)OCO2
  A: -6.7	B: -11	C: -1.1	D: 3	E: -2.0	F: -2.2	G: -5.6	H: -7.1	I: 12
> COc1ccc(S(=O)(=O)N2CCc3ccccc32)cc1C(=O)OCc1c(C)noc1C
  A: -3.3	B: 35	C: -0.6	D: -1	E: -4.0	F: 0.9	G: -1.8	H: x	I: 1
> O=C(CNC(=O)C1COc2ccccc2O1)N/N=C/c1ccc([N+](=O)[O-])cc1 (stereo unspecified)
  A: -1.8	B: -9	C: -4.1	D: 2	E: 0.1	F: -1.4	G: i	H: 1.5	I: 8
> Cc1nn(C(C)C(=O)NCc2cccs2)c(=O)c2nn(-c3ccccc3)c(C)c12 (stereo unspecified)
  A: 6.3	B: 6	C: 0.5	D: -1	E: 0.3	F: 0.0	G: i	H: 0.3	I: 5
> N#C/C(=C\c1ccccc1OCC(=O)O)c1nc2ccccc2[nH]1
  A: 4.6	B: 1	C: -3.7	D: -2	E: 0.3	F: -1.1	G: -0.3	H: 0.6	I: 15
> Cc1ccc(OCC(=O)N2CCOCC2)cc1C
  A: -0.2	B: -4	C: -2.0	D: 2	E: -0.8	F: -0.1	G: -0.3	H: 0.2	I: 3
> O=C(O)c1cccc(Cn2cccn2)c1
  A: 0.3	B: -1	C: -0.3	D: 0	E: 1.3	F: -0.3	G: i	H: x	I: 2
> COc1nc(Nc2cccc([N+](=O)[O-])c2)nc(OC)n1
  A: x	B: 1	C: -1.6	D: -2	E: 3.7	F: 0.8	G: -1.0	H: 0.2	I: -3
> CCOC(=O)c1c(NC(=O)CSc2nnc(-c3ccccc3)n2CC)sc(C(C)=O)c1C
  A: 26	B: 16	C: -3.8	D: -2	E: -0.5	F: 4.6	G: i	H: 1.6	I: 17
> COc1cccc(-c2nnc(NC(=O)c3ccc4ncsc4c3)o2)c1
  A: 0.1	B: 0	C: -2.0	D: 1	E: -2.3	F: -0.4	G: -0.3	H: 0.2	I: 13
> Cc1ccc(S(=O)(=O)NCCC(=O)N2CCN(Cc3ccccc3)CC2)cc1
  A: 5.2	B: 21	C: -1.9	D: 2	E: -2.8	F: -0.8	G: -12	H: x	I: 13
> CCN(CC)C(=O)COc1coc(CN2CCN(Cc3ccccc3)CC2)cc1=O
  A: -1.3	B: 0	C: -1.3	D: 1	E: -1.8	F: -0.9	G: -0.4	H: -0.2	I: 7
> Cc1cc(C)c(S(=O)(=O)NCc2nc3nc(C)cc(C)n3n2)c(C)c1
  A: 0.4	B: 0	C: -0.4	D: 0	E: -2.2	F: 0.8	G: -0.3	H: 1.6	I: 4
> COC(=O)c1cccc(NC(=O)Cn2cnc3c2c(=O)n(C)c(=O)n3C)c1
  A: 0.3	B: -2	C: 0.1	D: -1	E: -4.4	F: 0.4	G: i	H: x	I: 1
> Cc1ccccc1NC(=O)CSCCO
  A: -1.0	B: -2	C: -3.0	D: 1	E: -2.1	F: -1.1	G: i	H: x	I: 1
> CC(=O)N1c2ccc(S(=O)(=O)N3CCCCC3)cc2CC1C(=O)Nc1ccc(F)cc1C (stereo unspecified)
  A: -0.4	B: 14	C: -2.9	D: 1	E: 0.0	F: 0.7	G: -0.5	H: 0.7	I: -7
> O=C(O)CCC(=O)Nc1ccccc1C(=O)Nc1ccccc1
  A: 0.0	B: 1	C: -1.8	D: 4	E: -2.1	F: -1.7	G: -4.3	H: x	I: 10
> N#CCCN(C(=O)COC(=O)C1=COCCO1)c1ccc(F)cc1
  A: -0.7	B: 7	C: -0.9	D: 0	E: -2.4	F: 1.1	G: -1.4	H: -5.7	I: 4
> CCN(C(=O)Cc1ccccc1OC)c1nnc(-c2ccncc2)s1
  A: 0.8	B: 0	C: -0.7	D: 4	E: -1.9	F: 0.1	G: -5.0	H: x	I: 4
> CCCCN(CC)C(=S)Nc1ccc2nc3n(c(=O)c2c1)CCCCC3
  A: x	B: 0	C: -3.3	D: 3	E: -2.6	F: -1.0	G: 1.4	H: x	I: -4
> COc1cccc(N2CCN(C(c3ccccn3)c3nnnn3C(C)(C)C)CC2)c1 (stereo unspecified)
  A: -0.9	B: 8	C: -0.3	D: -2	E: 1.1	F: -1.0	G: i	H: x	I: 1
> CCn1c(SCC(=O)OC)nnc1-c1ccncc1
  A: -1.2	B: -1	C: -0.6	D: 2	E: 2.7	F: 0.6	G: i	H: x	I: 8
> COc1ccc(CC(=O)Nc2ccc(C#N)c(Cl)c2)cc1S(=O)(=O)N1CCOCC1
  A: 0.7	B: 10	C: -2.5	D: 1	E: 3.6	F: 0.1	G: i	H: 0.6	I: 2
> CCOC(=O)c1ccccc1NC(=O)CSc1nncn1C
  A: x	B: -10	C: -2.2	D: 1	E: -7.9	F: -0.6	G: 1.6	H: 4.2	I: 1
> O=C(CN(C1CCCCC1)S(=O)(=O)c1ccc(Cl)cc1)NCc1ccncc1
  A: -1.8	B: 4	C: -1.2	D: -1	E: -0.5	F: -0.2	G: -0.5	H: 0.5	I: 0
> Cc1cc(NC(=O)c2cc(S(=O)(=O)N3CCCCC3)ccc2C)n(-c2ccccn2)n1
  A: -2.3	B: 16	C: -1.0	D: 5	E: 2.9	F: 1.3	G: i	H: x	I: 6
> CC(=O)c1ccc(S(=O)(=O)NCC(=O)NC(c2nc3ccccc3[nH]2)C(C)C)cc1 (stereo unspecified)
  A: -0.6	B: -2	C: -1.1	D: 0	E: -0.5	F: 0.8	G: -0.4	H: 2.0	I: 11
> COc1cccc(N=C2SC(CC(=O)Nc3ccccc3)C(=O)N2Cc2ccccn2)c1 (stereo unspecified)
  A: x	B: 3	C: -4.9	D: 1	E: 1.6	F: 1.7	G: -1.4	H: 2.8	I: -2
> Cc1cccc(NC(=O)c2cc([N+](=O)[O-])ccc2N2CCN(C)CC2)c1
  A: x	B: -2	C: -0.9	D: -5	E: -1.1	F: x	G: -0.4	H: 0.4	I: 7
> CCOc1ccc(/C=C(\C#N)C(=O)Nc2ccccn2)cc1
  A: 1.0	B: -2	C: -1.3	D: 1	E: 0.1	F: 0.1	G: i	H: -1.5	I: 38*
> O=[N+]([O-])c1cccc(Nc2c([N+](=O)[O-])ccc3nonc23)c1
  A: -1.6	B: -1	C: -1.5	D: -2	E: -5.0	F: -0.7	G: -0.6	H: -2.6	I: 14
> CC(=O)c1cccc(NC(=O)Cn2cnc(S(=O)(=O)N3CCCCC3)c2)c1
  A: 0.1	B: 5	C: -3.5	D: 0	E: 0.0	F: 0.1	G: -0.1	H: 2.1	I: 7
> CCOc1ccc(C2CC(c3ccc(CC)cc3)Nc3nc(N)nn32)cc1 (stereo unspecified)
  A: 0.2	B: -1	C: -2.1	D: -2	E: 2.8	F: 7.1	G: -0.2	H: 0.3	I: 1
> CN1CCN(C(=O)OCCOCCOC(=O)N2CCN(C)CC2)CC1
  A: 0.0	B: -11	C: -4.5	D: 1	E: x	F: -1.1	G: -5.6	H: 0.6	I: -4
> COc1cccc(C(C(=O)NC2CCCC2)N(C(=O)c2ccco2)c2ccccc2F)c1OC (stereo unspecified)
  A: 0.1	B: 30	C: 0.7	D: 3	E: 1.1	F: -0.6	G: -0.8	H: 0.0	I: 1
> CC(C)(C)n1nc2c(c1NC(=O)c1ccccc1C(F)(F)F)CS(=O)(=O)C2
  A: -1.5	B: 1	C: -2.3	D: 3	E: 0.7	F: -1.8	G: i	H: 2.2	I: 3
> COC(=O)c1[nH]nc(-c2ccccc2)c1-c1ccccc1
  A: x	B: 4	C: -3.0	D: -5	E: -1.9	F: 0.9	G: -0.4	H: 0.4	I: 0
> Cn1c(=S)[nH]c2[nH]c(=O)cnc2c1=O
  A: x	B: 4	C: 1.1	D: 1	E: -0.1	F: 0.4	G: 1.9	H: 1.7	I: 22
> O=c1[nH]ncn1-c1ccccc1C(F)(F)F
  A: -0.4	B: -2	C: -1.7	D: 1	E: 4.0	F: -0.8	G: -3.0	H: x	I: 8

Next records:
Letter code: A = Mtb BioA inh; B = Y pestis TopoI; C = FadD28 binding; D = Mtb FBA inh; E = Mtb UGM inh; F = PfHsp40 yeast; G = Vc quorum ag; H = TcdB inh; I = GDH-TPI inh
> Cc1ccc2oc(=O)n(Cc3ccc(OC(C)C)cc3)c2c1
  A: 0.1	B: -1	C: -2.8	D: 1	E: -2.5	F: 1.9	G: i	H: 0.8	I: 1
> COc1ccc(OC(=O)CCc2c[nH]c3ccccc23)cc1
  A: x	B: 13	C: 0.0	D: -1	E: -0.5	F: -0.4	G: -0.5	H: 3.2	I: 9
> C=CCN(c1ccc(C(=O)NCCCn2ccnc2)cc1)S(C)(=O)=O
  A: 0.1	B: 1	C: -1.3	D: 1	E: 0.7	F: -1.3	G: -3.2	H: 0.0	I: -7
> Cc1ccc(S(=O)(=O)NCCC(=O)Oc2ccc3ccc(=O)oc3c2)cc1
  A: -0.3	B: -4	C: -3.6	D: +	E: 4.5	F: 0.0	G: -0.4	H: 0.8	I: 6

Sorted by heavy-atom count (high to low): some entries from above
Letter code: A = Mtb BioA inh; B = Y pestis TopoI; C = FadD28 binding; D = Mtb FBA inh; E = Mtb UGM inh; F = PfHsp40 yeast; G = Vc quorum ag; H = TcdB inh; I = GDH-TPI inh
> CC(C)(C)n1nc2c(c1NC(=O)c1ccccc1C(F)(F)F)CS(=O)(=O)C2
  A: -1.5	B: 1	C: -2.3	D: 3	E: 0.7	F: -1.8	G: i	H: 2.2	I: 3
> C=CCN(c1ccc(C(=O)NCCCn2ccnc2)cc1)S(C)(=O)=O
  A: 0.1	B: 1	C: -1.3	D: 1	E: 0.7	F: -1.3	G: -3.2	H: 0.0	I: -7
> Cc1ccc2oc(=O)n(Cc3ccc(OC(C)C)cc3)c2c1
  A: 0.1	B: -1	C: -2.8	D: 1	E: -2.5	F: 1.9	G: i	H: 0.8	I: 1
> COC(=O)c1[nH]nc(-c2ccccc2)c1-c1ccccc1
  A: x	B: 4	C: -3.0	D: -5	E: -1.9	F: 0.9	G: -0.4	H: 0.4	I: 0
> O=c1[nH]ncn1-c1ccccc1C(F)(F)F
  A: -0.4	B: -2	C: -1.7	D: 1	E: 4.0	F: -0.8	G: -3.0	H: x	I: 8

From PubChem
